Source: PubChem (several laboratories)
ABCG2 block – ABCG2 efflux pump inhibitors, primary screen, multiplex with ABCB1, IgMXP3 cells, flow cytometry | JC-1 efflux | inhibition, % at 6.6 µM | actives 0.1% (n = 190,000) | AID 1325, 2008;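 active = inhibition above 80%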;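 note: 0% = DMSO and 100% = nicardipine control wells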
Target sequence (Q9UNQ0 whole entry, looked up): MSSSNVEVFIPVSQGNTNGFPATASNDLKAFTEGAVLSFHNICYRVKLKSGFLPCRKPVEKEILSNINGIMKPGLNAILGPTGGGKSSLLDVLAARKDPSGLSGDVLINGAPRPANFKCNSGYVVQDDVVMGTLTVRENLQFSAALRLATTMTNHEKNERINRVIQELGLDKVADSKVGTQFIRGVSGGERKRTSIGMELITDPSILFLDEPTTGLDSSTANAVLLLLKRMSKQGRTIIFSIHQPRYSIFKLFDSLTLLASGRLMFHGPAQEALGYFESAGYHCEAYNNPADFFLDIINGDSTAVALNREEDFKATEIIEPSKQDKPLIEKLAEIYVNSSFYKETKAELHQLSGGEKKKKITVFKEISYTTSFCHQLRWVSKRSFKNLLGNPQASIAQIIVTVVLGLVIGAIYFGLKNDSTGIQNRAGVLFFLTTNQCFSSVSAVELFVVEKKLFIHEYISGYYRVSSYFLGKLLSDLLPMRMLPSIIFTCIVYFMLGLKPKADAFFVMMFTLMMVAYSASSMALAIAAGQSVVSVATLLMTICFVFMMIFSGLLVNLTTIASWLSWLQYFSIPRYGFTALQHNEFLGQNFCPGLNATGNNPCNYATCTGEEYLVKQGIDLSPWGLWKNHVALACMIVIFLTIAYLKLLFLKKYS
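Test system: ABCG2 IgMXP3 and barcoded ABCB1 CCRF-Adr cell mix; Schedule: cells with compound and JC-1, 10 min at 25 °C, rotating, no wash; Technique: flow cytometry of retained JC-1 fluorescence; Measure: % inhibition of efflux relative to nicardipine and DMSO; Controls: nicardipine high and DMSO low controls.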
Avidin fluor – green autofluorescence of compounds with avidin beads – biophysical, 488/530 nm, flow cytometry, artefact control, profiling panel; compound fluorescence 488/530 nm; active compounds read high; actives 0.38% (n = 220,000); AID 1775, 2009; fluorescence (KMESF) at 10 µM; in the data active = fluorescence above about 47; note: inactives centre near 10
Rac1 mut GTP – GTP binding modulators of activated mutant Rac1, primary screen, biochemical, bead-based flow cytometry, multiplex, fluorescent GTP; Ras-related C3 botulinum toxin substrate 1 (Homo sapiens), P63000; GST-Rac1 activated beads; actives lie on both sides; 100% means binding = to untreated wells; percent activity (GTP binding), % at 10 µM; actives 0.11% (n = 190,000); AID 764, 2007;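 active = GTP binding at least 20 percentage points away from the 100% baseline, in either direction, so actives lie on both sides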
Rab7 wt GTP bind – modulators of GTP binding to Rab7, primary screen, biochemical, wildtype, multiplex bead flow cytometry. GST-Rab7 beads, fluorescent GTP binding; actives lie on both sides; untreated = 100%, excess cold GTP = 0%. GTP binding activity (percent of control), % at 10 µM. actives 0.055% (n = 190,000);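 active = fluorescent GTP binding to Rab7 beads changed by at least 20 points from the 100% baseline, either direction, mostly lower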;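 note: median green fluorescence of bound Bodipy-FL-GTP per Rab7 bead population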
Cdc42 wt – modulators of GTP binding to wildtype Cdc42, primary screen, biochemical, multiplex bead flow cytometry, Bodipy-GTP | percent activity (GTP binding), % at 10 µM | AID 761, 2007 | GST-Cdc42 beads; actives lie on both sides | actives 0.2% (n = 190,000) | Cell division control protein 42 homolog (Homo sapiens), P60953;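 active = percent activity GTP binding at least 20 points away from the 100% baseline, either down as inhibitor or up as activator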;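 note: median bead fluorescence of bound Bodipy-FL-GTP at 100 nM; 0% = excess unlabeled GTP control and 100% = no compound control; below 100% means less GTP binding so inhibitor and above means activator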
Target sequence (P60953 whole entry, looked up): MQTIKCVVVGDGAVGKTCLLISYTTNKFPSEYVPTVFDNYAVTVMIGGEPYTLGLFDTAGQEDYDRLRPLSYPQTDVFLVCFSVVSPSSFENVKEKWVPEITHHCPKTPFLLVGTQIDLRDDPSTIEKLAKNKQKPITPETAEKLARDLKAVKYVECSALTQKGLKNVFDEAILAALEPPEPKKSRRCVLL
Rac1 wt GTP bind – wildtype Rac1 GTP binding modulators, primary screen, biochemical, GST-Rac1 beads, flow cytometry, multiplex; Ras-related C3 botulinum toxin substrate 1 (Homo sapiens), P63000; AID 757, 2007; GTP binding activity (% of control), % at 10 µM; actives 0.27% (n = 190,000); fluorescent GTP binding; actives lie on both sides; 0 = cold GTP competed, 100 = untreated;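 active = GTP binding activity at least 20 points away from the 100% control level, either lower or higher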
ABCB1 block – ABCB1 efflux pump inhibitors, primary screen, cell-based, multiplex, flow cytometry, ABCG2 counter-screen; ATP-dependent translocase ABCB1 (Homo sapiens), P08183; CCRF-Adr cells, JC-1 efflux; inhibition, % at 6.6 µM; actives 0.067% (n = 190,000); in the data active = inhibition above about 40%;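 note: 0% = vehicle and 100% = reference inhibitor; higher value means more JC-1 retained so stronger ABCB1 efflux block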
Rab2A wt mod – modulators of GTP binding to Rab2A wildtype, primary screen, biochemical, dog, bead-based flow cytometry, multiplex; GTP binding activity, % at 10 µM; Ras-related protein Rab-2A (Canis lupus familiaris), P61105; actives 0.19% (n = 190,000); GST-Rab2 wt beads, Bodipy-GTP binding;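 active = GTP binding activity at least 20 points away from 100%, either lowered or raised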;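 note: 0% = beads with excess unlabeled GTP and 100% = no-compound control corrected for plate trend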
Pf gamet viab – late stage P. falciparum gametocyte viability inhibitors, primary screen, ATP luminescence, HTS; AID 743093, 2013; inhibition, % at 10.9 µM; actives 0.065% (n = 150,000); P. falciparum stage V gametocytes, 24 h;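 active = inhibition above the mean plus 3 SD of compounds within the control limits, set per campaign, cut at about 38% in these data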;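 note: 0% = DMSO wells and 100% = medium only without gametocytes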
HRas wt GTP bind – modulators of GTP binding to HRas wildtype, primary screen, biochemical, bead-based flow cytometry, multiplex | GTPase HRas (Homo sapiens), P01112 | GST-Ras wt beads, Bodipy-FL-GTP binding; actives lie on both sides | GTP binding activity, % at 10 µM | actives 0.14% (n = 190,000) | AID 759, 2007;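 active = GTP binding activity at least 20% away from the 100% baseline, either lowered as inhibitor or raised as activator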;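 note: 0% = unlabeled GTP competition control and 100% = no-compound control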
Target sequence (P01112 whole entry, looked up): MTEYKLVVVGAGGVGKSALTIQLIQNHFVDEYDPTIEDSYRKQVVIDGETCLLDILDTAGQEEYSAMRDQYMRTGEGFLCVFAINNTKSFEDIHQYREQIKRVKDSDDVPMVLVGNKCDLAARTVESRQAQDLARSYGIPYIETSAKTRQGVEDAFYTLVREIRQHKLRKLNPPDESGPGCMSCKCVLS
GSH fluor – compound fluorescence on glutathione beads, profiling panel, artefact control, biophysical, 488/530 nm, flow cytometry; fluorescence (KMESF) at 10 µM; GSH beads flow cytometry, compound fluorescence 488/530 nm; active compounds read high; actives 0.25% (n = 190,000); AID 1776, 2009; in the data active = fluorescence above about 89;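 note: glutathione beads carrying GST-tagged Bcl family fusion proteins plus one bare bead set; values are compound well signal with DMSO vehicle wells as background; inactives centre near 16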
An asterisk follows results filed as active; . = no result given.

SMILES | ABCG2 block | Avidin fluor | Rac1 mut GTP | Rab7 wt GTP bind | Cdc42 wt | Rac1 wt GTP bind | ABCB1 block | Rab2A wt mod | Pf gamet viab | HRas wt GTP bind | GSH fluor
CCOC(=O)c1cccnc1NC(=O)c1ccccc1 | 6.0 | 5 | 101.0 | 99.0 | 101.0 | 103.0 | 0.5 | 100.0 | . | 101.0 | 10
O=C(Cn1cccc1C(=O)c1ccccc1)NCc1ccc2c(c1)OCO2 | 3.0 | 10 | 102.0 | 101.0 | 99.0 | 106.0 | 0.6 | 101.0 | . | 102.0 | 16
CCCCOc1ccc(C(=O)Nc2ccc3c(c2)OCO3)cc1 | 0.3 | 8 | 94.0 | 94.0 | 95.0 | 95.0 | -0.3 | 95.0 | -3.2 | 92.0 | 16
O=C(CCn1c(=O)sc2ccccc21)Nc1nc2ccccc2s1 | 1.7 | 7 | 97.0 | 101.0 | 94.0 | 98.0 | 0.1 | 98.0 | . | 98.0 | 26
O=C(NC(c1ccccc1)c1ccccc1)C1CCCO1 (stereo not given) | 2.7 | 12 | 97.0 | 99.0 | 100.0 | 102.0 | -0.1 | 101.0 | -5.5 | 100.0 | 9
Cc1cc(C)c(OCCN2C(=O)NC(C)(C)C2=O)c(Cl)c1 | 0.8 | . | 101.0 | 103.0 | 109.0 | 107.0 | 0.4 | 105.0 | 10.5 | 105.0 | 12
CC(=O)CC(=O)NC1C2CC3CC(C2)CC1C3 (stereo not given) | 0.3 | 7 | 98.0 | 100.0 | 97.0 | 98.0 | 0.2 | 99.0 | . | 98.0 | 27
CCC(=O)Oc1c(S(=O)(=O)c2ccc(C)cc2)c(C)nn1C(C)(C)C | 21.9 | 29 | 97.0 | 97.0 | 99.0 | 103.0 | 1.9 | 100.0 | 11.3 | 99.0 | 23
O=C(NC1CCCCCCC1)C1CCN(S(=O)(=O)N2CCC3(CC2)OCCO3)CC1 | 7.9 | 8 | 100.0 | 101.0 | 103.0 | 103.0 | 0.7 | 102.0 | 31.8 | 104.0 | 28
O=C(Nc1nc2ccc(S(=O)(=O)N3CCOCC3)cc2s1)c1cccs1 | 2.6 | 7 | 96.0 | 97.0 | 96.0 | 101.0 | 1.9 | 94.0 | -6.3 | 96.0 | 13
Nc1ncnc2c1nc(SCCO)n2Cc1ccccc1 | 1.1 | 13 | 99.0 | 94.0 | 102.0 | 102.0 | 0.3 | 96.0 | 0.9 | 98.0 | 12
CCOC(=O)c1[nH]c(C)c(C(=O)NC2CCN(C(=O)OCC)CC2)c1C | 0.6 | 20 | 97.0 | 94.0 | 94.0 | 98.0 | -0.1 | 96.0 | . | 95.0 | 26
COc1ccc(NC(=S)N/N=C2\CC(C)(C)Oc3ccc(OC)cc32)cc1 | 7.1 | 7 | 99.0 | 98.0 | 102.0 | 98.0 | 0.5 | 102.0 | -22.2 | 98.0 | 19
O=C(CN1CCC(NC(=O)Nc2ccccc2-c2ccccc2)CC1)NCc1ccco1 | 4.0 | 11 | 101.0 | 99.0 | 101.0 | 103.0 | 0.3 | 100.0 | -23.0 | 102.0 | 29
O=C(Nc1ccccc1N1CCN(C(=O)c2ccccc2)CC1)c1ccc2c(c1)OCO2 | 20.4 | 12 | 102.0 | 102.0 | 101.0 | 107.0 | 5.5 | 99.0 | 23.8 | 101.0 | 23
Cc1ccc(S(=O)(=O)C2(C(=O)N(C)C3CCCCC3)CC2)cc1 | 0.7 | 11 | 95.0 | 96.0 | 96.0 | 96.0 | 0.6 | 95.0 | . | 99.0 | 33
COc1cc(/C=N/Nc2ccccc2)ccc1OC(=O)c1cccs1 | -3.1 | 6 | 98.0 | 97.0 | 105.0 | 102.0 | -0.6 | 97.0 | -17.1 | 98.0 | 11
COc1cc(-c2nnc(-c3ccccc3)o2)cc(OC)c1OC | 1.2 | . | 98.0 | 100.0 | 101.0 | 102.0 | 0.4 | 103.0 | . | 101.0 | 18
COc1cc(CN2CCNC(=O)C2CC(=O)NCCc2ncccc2C)cc(OC)c1 (stereo not given) | 0.2 | 7 | 102.0 | 106.0 | 100.0 | 105.0 | 0.1 | 99.0 | 9.5 | 101.0 | 16
O=C(Nc1ccccc1N1CCCCC1)c1ccc(-c2cccc(Cl)c2)o1 | 7.2 | 13 | 103.0 | 100.0 | 99.0 | 103.0 | 0.5 | 103.0 | -25.6 | 101.0 | 12
N#Cc1cc2ccccc2nc1N | 18.2 | 12 | 94.0 | 103.0 | 94.0 | 93.0 | 0.1 | 96.0 | -20.2 | 95.0 | 14
COc1ccc(C(=O)NC(=S)N(CCC(C)C)c2c(N)n(Cc3ccccc3)c(=O)[nH]c2=O)cc1 | 16.0 | 13 | 97.0 | 95.0 | 98.0 | 100.0 | 0.2 | 91.0 | 3.6 | 96.0 | 10
CCc1ccc2[nH]c(=O)c(CN(CCN3CCCC3)C(=O)NC3CCCCC3)cc2c1 | 0.8 | 5 | 98.0 | 98.0 | 100.0 | 100.0 | 0.1 | 97.0 | . | 101.0 | 25
O=C(c1cccs1)N(Cc1ccco1)C1CCS(=O)(=O)C1 (stereo not given) | 1.4 | 10 | 97.0 | 99.0 | 96.0 | 102.0 | 0.4 | 100.0 | . | 97.0 | 46
O=S(=O)(Nc1ccc(Br)cn1)c1cccs1 | -0.8 | 10 | 91.0 | 93.0 | 97.0 | 89.0 | 0.1 | 94.0 | . | 94.0 | 14
Cc1cccc(NC(=S)Nc2cccc(C(F)(F)F)c2)n1 | 0.2 | 11 | 98.0 | 101.0 | 102.0 | 103.0 | 0.4 | 98.0 | -14.3 | 99.0 | 6
O=C(Nc1ncn[nH]1)c1c(Cl)ccc(Cl)c1Cl | 0.8 | 8 | 101.0 | 101.0 | 103.0 | 103.0 | 0.2 | 102.0 | . | 101.0 | 17
CCOc1ccc(NC(=O)c2ccc(S(=O)(=O)N(C)C)cc2)cc1 | 2.5 | 24 | 98.0 | 101.0 | 102.0 | 103.0 | 0.2 | 98.0 | . | 99.0 | 15
CC1(C)OC(=O)N2CCc3ccccc3C21C (stereo not given) | -0.9 | 23 | 98.0 | 100.0 | 103.0 | 101.0 | -0.4 | 99.0 | . | 101.0 | 16
C=CCCc1ccc(C#N)c(SCc2c(C(=O)OCC)c3cc(OC(C)=O)c(Br)cc3n2C)n1 | -0.8 | 6 | 96.0 | 100.0 | 103.0 | 102.0 | 0.3 | 100.0 | . | 99.0 | 11
COc1nc(Nc2cccc([N+](=O)[O-])c2)nc(OC)n1 | 5.7 | 22 | 88.0 | 92.0 | 90.0 | 81.0 | 0.5 | 87.0 | . | 90.0 | 8
O=C(CSCc1ccc(Cl)cc1Cl)Nc1c[nH]c(=O)[nH]c1=O | 13.7 | 23 | 97.0 | 101.0 | 103.0 | 105.0 | 0.4 | 100.0 | -16.3 | 99.0 | 12
COc1ccc(C2C=C(c3ccccc3)Nc3ncnn32)cc1 (stereo not given) | 0.1 | 7 | 97.0 | 99.0 | 98.0 | 99.0 | -0.1 | 96.0 | . | 100.0 | 5
Cc1cccc(C)c1N(CC(=O)N1CCN(C)CC1)S(C)(=O)=O | 1.3 | 9 | 101.0 | 97.0 | 101.0 | 103.0 | 0.3 | 101.0 | . | 100.0 | 27
Oc1ccc(Oc2ncc(Cl)cc2Cl)cc1 | 1.1 | 20 | 94.0 | 97.0 | 94.0 | 94.0 | 0.6 | 95.0 | -35.0 | 96.0 | 25
Cn1c(SCC(=O)NC(C)(C)C)nc(O)cc1=O | 2.0 | 4 | 96.0 | 94.0 | 101.0 | 105.0 | 0.4 | 98.0 | 10.8 | 97.0 | 14
CCCSc1n[nH]c(NC(C)=O)n1 | 1.9 | 7 | 96.0 | 95.0 | 101.0 | 102.0 | 0.5 | 98.0 | . | 99.0 | 22
CC(C)NC(=O)NC(=O)COC(=O)C1CCCN1C(=O)c1cccs1 (stereo not given) | 3.2 | 9 | 98.0 | 101.0 | 98.0 | 105.0 | -1.5 | 100.0 | . | 101.0 | 36
Cn1c(SCC(=O)c2ccc(-c3ccccc3)cc2)nnc1-c1ccco1 | 0.7 | 14 | 97.0 | 96.0 | 99.0 | 96.0 | 0.7 | 97.0 | 9.2 | 98.0 | 24
N#CC1=C(Nc2ccccc2)SC=C(c2ccccc2)N=C1N1CCOCC1 | 1.0 | 10 | 100.0 | 102.0 | 103.0 | 101.0 | 0.3 | 103.0 | -8.1 | 104.0 | 25
Cn1c(=O)c2c(nc(NCc3ccco3)n2C)n(C)c1=O | 2.6 | 19 | 95.0 | 100.0 | 92.0 | 92.0 | 0.2 | 92.0 | . | 95.0 | 18
CCNC(=O)c1ccc(NS(=O)(=O)c2ccccc2)cc1 | 1.4 | 5 | 102.0 | 100.0 | 103.0 | 107.0 | 0.3 | 100.0 | . | 100.0 | 16
COc1cc2[nH]c(=O)n(Cc3ccc(C(=O)NCCCN4CCC(C)CC4)cc3)c(=O)c2cc1OC | 2.3 | 15 | 101.0 | 103.0 | 103.0 | 109.0 | 0.5 | 101.0 | . | 102.0 | 10

Retrieved by compound from the entries so far:
SMILES | ABCG2 block | Avidin fluor | Rac1 mut GTP | Rab7 wt GTP bind | Cdc42 wt | Rac1 wt GTP bind | ABCB1 block | Rab2A wt mod | Pf gamet viab | HRas wt GTP bind | GSH fluor
O=C(Nc1ccccc1N1CCCCC1)c1ccc(-c2cccc(Cl)c2)o1 | 7.2 | 13 | 103.0 | 100.0 | 99.0 | 103.0 | 0.5 | 103.0 | -25.6 | 101.0 | 12
O=C(Nc1nc2ccc(S(=O)(=O)N3CCOCC3)cc2s1)c1cccs1 | 2.6 | 7 | 96.0 | 97.0 | 96.0 | 101.0 | 1.9 | 94.0 | -6.3 | 96.0 | 13

3 of the entries above in order of their number in ABCG2 block, largest number first:
Compound | ABCG2 block | Avidin fluor | Rab7 wt GTP bind | Cdc42 wt | Rab2A wt mod | HRas wt GTP bind | GSH fluor
N#Cc1cc2ccccc2nc1N | 18.2 | 12 | 103.0 | 94.0 | 96.0 | 95.0 | 14
COc1nc(Nc2cccc([N+](=O)[O-])c2)nc(OC)n1 | 5.7 | 22 | 92.0 | 90.0 | 87.0 | 90.0 | 8
O=C(Nc1ncn[nH]1)c1c(Cl)ccc(Cl)c1Cl | 0.8 | 8 | 101.0 | 103.0 | 102.0 | 101.0 | 17
